# Screening results from PubChem BioAssay.
# NF-kB neuron act = NF-kB expression increase, human neuronal cells. NF-kB reporter expression; active compounds read high. fold change at 12.5 µM. 190,000 tested, 1.6% active. AID 1239; in the data active means fold change above about 3.3
# DTT redox prof = compounds producing H2O2 with reducing agent – biochemical, NIH compound library profiling, artefact control for MLSCN library redox annotation, primary screen | DTT-dependent redox cycling H2O2, phenol red/HRP absorbance; 100% = 100 µM peroxide control, 0% = buffer | activation, % at 10 µM | 200,000 tested, 0.03% active | AID 878;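 active means activation of at least 50% relative to the plate's high and low controls in the primary single-dose screen; inactive means activation below 50%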;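 further: compound incubated with DTT at 0.8 mM final as the reducing agent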
# APP 5'UTR act = activates APP 5'UTR luciferase reporter. SH-SY5Y APP 5'UTR luciferase reporter, luminescence; zero percent = DMSO vehicle wells. activation, % at 2 µM. 190,000 tested, 1% active;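 active means activation above a set limit, based on mean plus 3 SD of controls, cut at about 140% in these data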; further: values of inactives mirror those of a sister screen read the other way
# HMGR II inh = E. faecalis class II HMG-CoA reductase inhibition. purified E. faecalis HMGR, NADPH absorbance 340 nm kinetic. inhibition, % at 10 µM. 190,000 tested, 0.41% active. AID 1066;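 active means inhibition above a set limit, the median over all tested compounds plus 3 SD, cut at about 9.5% in these data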;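 further: enzyme runs in reverse so mevalonate oxidation gives rising NADPH absorbance; 0% = complete reaction with DMSO and 100% = background rate lacking mevalonate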
# APP 5UTR inh = APP translation inhibition; inhibition, % at 2 µM; AID 1285; SH-SY5Y APP 5'UTR-luciferase reporter, luminescence; 190,000 tested, 0.82% active;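 active means inhibition above a set limit, derived from the sample mean plus 3 SD, cut at about 45% in these data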; further: values of inactives mirror those of a sister screen read the other way
# STAT1 act = activators of IFN-gamma induced STAT1 signaling; NIH 3T3 STAT1-luciferase reporter, luminescence; 100% = IFN-gamma alone, no compound; 200,000 tested, 2.6% active; AID 932; activation (% of control), % at 5.5 µM;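 active means activation above the screen-wide mean activation plus 3 SD, cut at about 130% in these data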;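 further: raw ratio to IFN-gamma control signal so 100% means no change and 0% no light; values of inactives mirror those of a sister screen read the other way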
# Hsp70 activator = switches on Hsp70 transcription; activation, % at 10 µM; HeLa Hsp70 promoter luciferase reporter, luminescence; scaled: vehicle 0, proteasome-inhibitor control 100%; 200,000 tested, 0.04% active; AID 1203;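 active means activation above the mean across all tested compounds plus 3 SD, cutoff set per campaign, cut at about 5.5% in these data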;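 further: 100% = MG132 at 30 µM as the positive control and 0% = DMSO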
# FLuc inhib CS = inhibits firefly luciferase, flagging false hits in luciferase inhibition screens. P08659. inhibition, % at 10 µM. AID 1006. ATPLite firefly luciferase biochemical luminescence, 10 min. 200,000 tested, 1.5% active;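 active means inhibition above about 50% when tested at 10 µM, limit read from the data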
# Target sequence (P08659 whole entry, looked up): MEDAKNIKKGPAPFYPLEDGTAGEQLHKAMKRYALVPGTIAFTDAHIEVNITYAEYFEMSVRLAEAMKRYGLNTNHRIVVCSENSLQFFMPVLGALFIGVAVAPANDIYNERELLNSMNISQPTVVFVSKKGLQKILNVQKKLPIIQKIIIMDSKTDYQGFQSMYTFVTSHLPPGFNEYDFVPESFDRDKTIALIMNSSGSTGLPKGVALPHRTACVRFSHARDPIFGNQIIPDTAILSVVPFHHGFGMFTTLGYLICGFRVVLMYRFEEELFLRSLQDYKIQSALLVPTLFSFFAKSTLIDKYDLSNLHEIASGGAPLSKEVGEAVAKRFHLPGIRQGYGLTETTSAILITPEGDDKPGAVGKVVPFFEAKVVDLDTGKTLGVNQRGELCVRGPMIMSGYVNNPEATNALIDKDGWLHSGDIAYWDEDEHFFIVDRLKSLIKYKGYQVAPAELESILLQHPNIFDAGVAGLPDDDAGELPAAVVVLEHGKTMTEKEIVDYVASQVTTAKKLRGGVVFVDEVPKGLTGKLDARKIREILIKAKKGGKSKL
# FLuc stim CS = affects firefly luciferase, flagging false hits in luciferase stimulation screens; 200,000 tested, under 10 active; ATPlite luciferase biochemical, luminescence, 10 min; 0 = ATP-free wells, 1 = DMSO control; P08659; activation factor at 10 µM;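 active means luciferase activation factor, scaled between plate controls, of at least 2 with compound at 10 µM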
#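 Assay system – cell-free luciferase reagent · Medium – PBS-based ATP solution · Dosing – test compounds dosed from 2 mM stocks in 100% DMSO · Timing – 10 min, room temperature · Technique – light output (luminescence) · Measure – luminescence gain marking luciferase activators · Controls – No-ATP low control, compound-free enzyme-plus-ATP high control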
# G6PDH CS = inhibits Leuconostoc G6PDH, flagging false hits in G6PDH-based assays; inhibition, % at 5 µM; Purified L. mesenteroides G6PDH, diaphorase/resazurin coupled fluorescence, 45 min; 200,000 tested, 0.12% active; AID 1020; in the data active means inhibition above about 50%
# Active calls of the source: *; x = not tested or not shown.
item	NF-kB neuron act	DTT redox prof	APP 5'UTR act	mol	HMGR II inh	APP 5UTR inh	STAT1 act	Hsp70 activator	FLuc inhib CS	FLuc stim CS	G6PDH CS
1	1.1	-2.7	-4	O=c1cc(N2CCc3ccccc32)[nH]c(=O)n1Cc1ccc(F)cc1	-1	4	98	0.2	-3	1	19
2	1.1	3.0	-2	CC(=O)NC12CC3CC(C)(C1)CC(NC(C)=O)(C3)C2	-3	2	102	0.2	-2	1	15
3	1.2	1.0	3	CCCCOc1ccc(Nc2nc(C)cc(C)c2C#N)cc1	3	-3	103	-0.4	-3	1	6
4	1.1	-2.0	13	S=C(NC1CCCC1)N1CCN(c2ncccn2)CC1	-3	-12	104	0.4	-6	1.1	16
5	0.99	1.3	2	Cc1ccc(OCC(=O)Nc2ccc(S(=O)(=O)N3CCN(C)CC3)cc2)cc1	-4	-2	104	-0.2	-3	1	3
6	0.71	1.2	-13	C=CCc1cccc(/C=N/NC(=O)CCC(=O)Nc2ccc(C)cc2)c1O	4	13	105	-0.2	-7	1.1	2
7	4.8*	0.3	26	Cc1ccsc1/C=N\NC(=O)c1n[nH]c2c1CCC2	0	-26	121	-0.3	71*	0.3	-18
8	0.91	1.1	-3	Cc1cccc(S(=O)(=O)N(CC(=O)Nc2ccccc2C)Cc2ccco2)c1	-5	3	97	-0.2	1	1	-5
9	0.92	0.4	-20	O=C(O)CNC(=O)/C(=C/c1ccco1)NC(=O)/C=C/c1ccccc1	3	20	107	-0.3	2	1	-3
10	1.1	-1.6	-9	Cc1nc(CN2CCN(C(=O)CCc3nnc(Cc4c[nH]c5ccccc45)o3)CC2)cs1	-5	10	98	0.2	-3	1	1
11	1.2	-2.3	-10	Cc1nc2cc(S(=O)(=O)C(F)(F)F)ccc2s1	-5	10	100	-0.2	-7	1.1	10
12	0.96	-0.1	-6	CCS(=O)(=O)N1CCN(C(=O)c2cc(OC)cc(OC)c2)CC1	-4	6	102	-0.2	-4	1	20
13	1.3	2.8	7	CON(c1nc(N(C)C)nc(N(C)C)n1)S(=O)(=O)c1ccccc1Cl	-7	-7	100	1.0	-2	1	9
14	1	0.3	-2	Nc1cccc(-c2ccc(CO)o2)c1	0	2	96	0.0	0	1	6
15	1	0.3	6	CCN(CC)C(=O)C1=C(C)Nc2nc3ccccc3n2C1c1cccc(OC)c1 (centres undefined)	5	-6	96	-0.4	-2	1	0
16	1.3	-0.5	11	COc1ccc(C(=O)NNC(=O)CSc2nnc(C)n2C)cc1	-2	-11	94	-0.4	0	1	16
17	0.9	-2.0	0	O=C(Cn1c(=O)n(Cc2ccco2)c(=O)c2cc(Cl)ccc21)NCC1CCCO1 (centres undefined)	6	0	99	-0.4	-5	1	10
18	1.2	0.7	12	COc1cccc(N2CC(C(=O)Oc3ccc4ccccc4c3)CC2=O)c1 (centres undefined)	-4	-12	94	0.0	-5	1	-4
19	1.3	0.0	-2	O=C(NC(=S)NCCN1CCOCC1)c1ccc(F)cc1	2	2	107	0.2	-2	1	12
20	0.98	0.1	22	COc1ccc(CCNC(=O)CC2SC(=NCCC(C)C)NC2=O)cc1OC (centres undefined)	0	-22	104	-0.2	-4	1	-1
21	0.97	0.1	-1	Cc1cc(C)n(-c2c(F)c(F)c(COC(=O)c3ccccc3)c(F)c2F)n1	-2	2	100	-0.3	-6	1.1	2
22	1.2	-0.7	-6	COCCCNC(=O)CCn1c(=O)c2ccccc2n(CC(=O)Nc2c(C)cccc2C)c1=O	4	6	104	0.1	-8	1.1	0
23	1.2	0.2	10	CCN(CC)C(=O)CNC(=O)Cc1ccc(Cl)cc1	-7	-10	101	-0.3	-3	1	0
24	1.3	5.2	-1	Cc1c(N)cccc1-n1cnnn1	-7	1	90	-0.2	-9	1.1	8
25	1.1	-0.2	-7	O=C(CN(C(=O)c1csnn1)c1ccc(F)cc1)NCc1ccc(F)cc1	-7	7	95	-0.2	-4	1	9
26	1.1	-8.1	1	CO/N=C(/c1nonc1N)N1CCN(c2ccc([N+](=O)[O-])cc2)CC1	0	-1	90	0.0	-1	1	-2
27	1	0.2	-6	CC(C)(C)n1ncc2c(=O)n(Cc3ccc(Cl)cc3)cnc21	0	6	90	-0.3	-4	1	-6
28	0.79	-7.3	7	COc1ccc2c(c1)c(C(O)CN1CCC(Cc3ccccc3)CC1)c(C)n2C (centres undefined)	-1	-7	96	-0.1	-7	1.1	1
29	0.97	-0.5	-7	O=C(CCCC(=O)N(CC(=O)NC1CCCC1)Cc1ccc(F)cc1)Nc1ccccn1	5	7	102	-0.3	-8	1.1	4
30	1	-2.5	-2	CCCCOc1cccc(C(=O)Nc2ccc(N3CCN(CC)CC3)cc2)c1	-2	2	109	-0.2	-5	1	-17
31	0.54	-1.5	3	COc1ccc(C2=NNC(c3cccnc3)=Nc3ccccc32)cc1	-1	-3	93	-0.2	-4	1	13
32	1.1	0.8	20	CCOC(=O)c1sc(NC(=O)CSc2ncn(-c3ccccc3)n2)nc1C	-8	-20	101	-0.2	-7	1.1	-38
33	0.81	0.6	-4	CCOC(=O)CN1NC2(CCC(C(C)(C)C)CC2)NC1=S (centres undefined)	-6	4	95	-0.1	-4	1	7
34	1.4	1.9	-16	Cn1c(=O)oc2cc(S(=O)(=O)N3CCN(c4ccc(F)cc4)CC3)ccc21	-12	16	101	-0.3	-5	1.1	-18
35	1.2	-6.9	-8	CCNC(=S)NNC(=O)c1cc(CC(C)C)nc2ccccc12	-3	8	93	-0.4	0	1	2
36	0.98	-0.3	-4	CCOc1ccccc1C(=O)Nc1ccc(S(=O)(=O)N2CCOCC2)cc1	-1	4	103	0.3	-10	1.1	10
37	0.91	0.2	-3	O=C(NCc1ccco1)c1ccc2c(=O)n(Cc3ccco3)c(SCC(=O)N3CCCC3)nc2c1	-3	3	82	0.0	-6	1.1	4
38	1	0.1	14	CCCc1cc(=O)[nH]c(SCC(=O)Nc2ccccc2C#N)n1	3	-14	96	1.5	-8	1.1	11
39	0.93	-1.9	0	CC(C)C(c1nnnn1Cc1ccc(F)cc1)N1CCN(C2CCCC2)CC1 (centres undefined)	-3	0	90	-0.2	-2	1	15
40	1.2	0.3	2	CCCC(=O)NC(NC(=S)Nc1ccc(S(N)(=O)=O)cc1)C(Cl)(Cl)Cl (centres undefined)	3	-2	85	-0.4	-6	1.1	8
41	1.1	1.4	x	Cc1cc(C)cc(Oc2ccccc2/C=C\C(=O)O)c1	-2	x	102	-0.4	-8	1.1	0
42	1.1	-0.5	18	O=C(c1cccnc1)N1CCN(c2ccc3ccccc3n2)CC1	2	-18	90	-0.1	-2	1	1

# Grouped by structure, the compounds so far with an aryl methoxy group
item	NF-kB neuron act	DTT redox prof	APP 5'UTR act	mol	HMGR II inh	APP 5UTR inh	STAT1 act	Hsp70 activator	FLuc inhib CS	FLuc stim CS	G6PDH CS
12	0.96	-0.1	-6	CCS(=O)(=O)N1CCN(C(=O)c2cc(OC)cc(OC)c2)CC1	-4	6	102	-0.2	-4	1	20
15	1	0.3	6	CCN(CC)C(=O)C1=C(C)Nc2nc3ccccc3n2C1c1cccc(OC)c1 (centres undefined)	5	-6	96	-0.4	-2	1	0
16	1.3	-0.5	11	COc1ccc(C(=O)NNC(=O)CSc2nnc(C)n2C)cc1	-2	-11	94	-0.4	0	1	16
18	1.2	0.7	12	COc1cccc(N2CC(C(=O)Oc3ccc4ccccc4c3)CC2=O)c1 (centres undefined)	-4	-12	94	0.0	-5	1	-4
20	0.98	0.1	22	COc1ccc(CCNC(=O)CC2SC(=NCCC(C)C)NC2=O)cc1OC (centres undefined)	0	-22	104	-0.2	-4	1	-1
28	0.79	-7.3	7	COc1ccc2c(c1)c(C(O)CN1CCC(Cc3ccccc3)CC1)c(C)n2C (centres undefined)	-1	-7	96	-0.1	-7	1.1	1
31	0.54	-1.5	3	COc1ccc(C2=NNC(c3cccnc3)=Nc3ccccc32)cc1	-1	-3	93	-0.2	-4	1	13
